# From PubChem
# USP2a inh: blocks human ubiquitin-specific protease USP2a; O75604; USP2 core, Ub-CHOP2 coupled fluorogenic reporter, 485/531; Potency, µM (doses to about 38.3 µM), inactives show at the highest dose activity change, negative = inhibition, most hits filed as inhibitors; 330,000 compounds, 0.01% hits;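 further: potency means the concentration at half of the fitted maximal effect; plate controls were DMSO wells for no effect and full inhibition by NEM control for full effect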
#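 Deubiquitinase activity read as fluorescence (485/531 nm) after Ub-CHOP2 cleavage activates the enterokinase reporter on its substrate; USP2 core 10nM, Ub-CHOP2 and substrate 25nM each, 30min compound preincubation then 60min RT; data normalized to NEM, curves fitted.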
# Chronic BCR inh: chronic active BCR signaling inhibition; ABC-DLBCL IkBa-CBG/CBR reporter, luminescence ratio, 4 h; Potency, µM (doses to about 46.1 µM), for the others: at the top dose ratio change, negative = lower green/red ratio, hits mostly inhibitors; 340,000 compounds, 0.05% hits; AID 493014; active means well fitted inhibition curve with a large enough effect in the signal ratio, with a control signal flat, not every such curve was filed as active; inconclusive means small, poorly fitted or top-dose-only effect, or effect the other way, or a change in a side signal; the % refers to the signal ratio;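 further: potency means the concentration at half of the fitted maximal effect; plate controls were basal doxycycline-induced cells for no effect and cells given 10 µM MG132 for full effect; MG132 reads +100%, hits lower the ratio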
#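 TMD8 ABC-DLBCL cells carrying doxycycline-inducible green luciferase fused to IkappaBalpha plus unfused red luciferase were exposed to compounds (up to 46 uM) for 4 hrs at 37C. Activity came from the overlap-corrected green/red luminescence ratio.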
# Giardia kill: kills Giardia lamblia | Giardia lamblia trophozoite viability | activity change, % at 7.66 µM, hits read low | 340,000 compounds, 0.15% hits | AID 540267; in the data active means activity change below about -80%; inconclusive means between about -30% and that limit;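 further: parasites exposed to compound for two days anaerobically before the ATP read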
#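 Compounds were tested on trophozoites seeded at 100 cells/well and held 48 hrs at 37 deg C anaerobically. An ATP-based luminescent kit measured the remaining live cells.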
# PKM2 act: PKM2 (human) enzyme activation | Potency, µM (top dose mostly 57.5 µM), for inactives: top-dose activation, most hits filed as activators | purified PKM2, Kinase-Glo ATP luminescence, activation; response scale: 0% is enzyme alone, no compound | P14618 | 260,000 compounds, 0.34% hits; further: potency means the concentration at half of the fitted maximal effect; nearly all actives have a fitted effect of over 55% in size
#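 hPK-M2, >95% pure; 0.1 mM ADP / 0.5 mM PEP final; imidazole pH7.2 buffer w/ 7 mM MgCl2, 50 mM KCl; 1 h RT; Kinase-Glo lum. Intermediate enzyme activity for dual inhibitor/activator qHTS.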
# hERG WT inh: KCNH2 (human, wildtype) channel inhibition. 340,000 compounds, 0.37% hits. Q12809. U2OS, BacMam KCNH2, thallium flux FluxOr; hits give low values. activity change, % at 1.84 µM;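 active means maximum activity change below -70%; inconclusive means maximum activity change between -70% and -50%; inactive means maximum activity change above -50%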
#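 U2OS cells were transduced with wild-type KCNH2 virus (2.03 x 10^8 / mL) for 4 h at room temperature, then cultured overnight at 37 C. Thallium flux was read with FluxOr dye. Rate constants were normalized to DMSO controls.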
# GALK inh: blocks human galactokinase activity. Purified GALK, Kinase-Glo residual ATP luminescence. Potency, µM (doses to about 57.5 µM), for the others: at the top dose activity change, negative = inhibition, actives largely listed as inhibitors. 270,000 compounds, 0.007% hits. AID 1868; further: potency means the concentration at half of the fitted maximal effect
# Target sequence (P51570 whole entry, looked up): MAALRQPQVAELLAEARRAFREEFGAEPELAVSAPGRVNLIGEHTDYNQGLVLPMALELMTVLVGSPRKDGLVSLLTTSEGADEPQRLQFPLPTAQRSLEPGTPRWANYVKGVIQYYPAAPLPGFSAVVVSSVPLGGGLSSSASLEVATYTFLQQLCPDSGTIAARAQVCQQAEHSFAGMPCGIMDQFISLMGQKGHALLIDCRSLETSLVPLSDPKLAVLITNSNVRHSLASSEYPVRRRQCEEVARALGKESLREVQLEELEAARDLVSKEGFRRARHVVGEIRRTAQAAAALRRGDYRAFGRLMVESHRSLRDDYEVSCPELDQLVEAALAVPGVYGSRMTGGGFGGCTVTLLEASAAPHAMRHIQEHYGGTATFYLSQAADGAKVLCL
#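 The enzyme phosphorylates galactose (100 uM) using ATP (35 uM); inhibition is detected as higher residual ATP, quantified by bioluminescence after 1 h reaction at room temperature, pH 8.0.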
# KCNH2 3.1 block: blocks the human KCNH2 3.1 channel isoform; 340,000 compounds, 0.95% hits; activity change, % (tested at about 1.8 µM); U2OS KCNH2 3.1, thallium flux FluxOr; hits give low values;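 active means maximum activity change below -70%; inconclusive means maximum activity change from -70% to -50%; inactive means maximum activity change above -50%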;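 further: thallium influx rate constant from kinetic fluorescence after stimulation buffer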
#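 U2OS cells transduced with KCNH2 3.1 mutant virus (1.77 x 10^8 /mL, 4 h), plated overnight at 37 C, loaded 45 min with FluxOr dye plus Red40 quencher. Thallium flux rate constant from kinetic reads after stimulation buffer, normalised to controls.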
# Coupling enz: coupling enzyme interference in Giardia aldolase counter-screen | coupling enzyme system counterscreen, AmpLite Red fluorescence | activity change, negative = inhibition, % at 58.2 µM, hits read low | 290,000 compounds, 0.67% hits; in the data active means activity change below about -30%
#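 Fluorescence at 525 nm excitation and 598 nm emission measured inhibition of the coupled detection system without aldolase. Compounds (at 57.5 uM final) were preincubated 10 min at room temperature with coupling enzyme reagent before a 20 min substrate/AmpLite Red step.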
# Eya2 phos inh: blocks the phosphatase activity of human Eya2. recombinant Eya2, OMFP fluorescence dephosphorylation (OMFP is methylfluorescein phosphate). 330,000 compounds, 0.006% hits. O00167. Potency, µM (top dose mostly 76.9 µM), for the others: at the highest dose activity, negative = inhibition, most hits filed as inhibitors; further: potency means the concentration at half of the fitted maximal effect
# Target sequence (O00167 whole entry, looked up): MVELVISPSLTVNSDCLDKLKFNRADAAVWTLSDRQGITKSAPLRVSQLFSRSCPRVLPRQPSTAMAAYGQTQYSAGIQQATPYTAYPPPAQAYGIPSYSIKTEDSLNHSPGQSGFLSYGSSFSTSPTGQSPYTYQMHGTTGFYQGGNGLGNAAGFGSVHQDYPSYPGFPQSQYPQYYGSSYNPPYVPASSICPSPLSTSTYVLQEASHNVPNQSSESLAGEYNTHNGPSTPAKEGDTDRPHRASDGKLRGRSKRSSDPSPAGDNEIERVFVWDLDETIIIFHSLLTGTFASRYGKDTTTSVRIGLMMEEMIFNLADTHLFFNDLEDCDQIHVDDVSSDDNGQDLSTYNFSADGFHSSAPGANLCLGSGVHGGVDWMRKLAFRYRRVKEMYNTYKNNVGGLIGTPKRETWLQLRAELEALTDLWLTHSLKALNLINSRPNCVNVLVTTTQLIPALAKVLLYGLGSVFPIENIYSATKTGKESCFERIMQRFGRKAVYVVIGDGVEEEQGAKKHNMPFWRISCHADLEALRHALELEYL
#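 Eya2 protein (added as 0.2 uM solution) was preincubated with compound for 10 min at ambient temperature in 50 mM HEPES pH 7.5, 50 mM NaCl, 5 uM MgCl2, 0.05% BSA, 1 mM DTT. OMFP (added at 50 uM) then reacted 10 min; fluorescence read at 485/525 nm.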
# uPA generation: blocks generation of uPA at the cell surface; cell surface uPA generation assay, qHTS; Potency, µM (top dose mostly 38.3 µM), inactives show at the highest dose activity change, negative = inhibition, usual class: inhibitors; 330,000 compounds, 0.31% hits; active means well fitted inhibition curve with a large enough effect; inconclusive means small, poorly fitted or top-dose-only effect; inactive means no such curve, though single readings can be large or run the other way; tested in mouse RAW 264.7 cells; further: potency means the concentration at half of the fitted maximal effect; nearly all actives have a fitted effect of over 55% in size
# B2AR arrestin: recruits beta-arrestin to the human beta2-adrenergic receptor. beta-arrestin recruitment to beta2AR, cell-based reporter. AID 492947. Potency, µM (highest dose often 46.1 µM), for inactives: at the highest dose activation, actives largely listed as activators. 330,000 compounds, 0.02% hits;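 further: potency means the concentration at half of the fitted maximal effect; 0% = DMSO controls and full agonism = EC100 isoproterenol or metaproterenol; nearly all actives have a fitted effect of over 65% in size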
# Numbers without * were called inactive; ? = inconclusive; nt = not tested or not shown; & = joins results of further samples; [ ] = remark or other dose. Unless noted, the call rests on the fitted dose curve; in most records, active means well fitted curve in the direction sought with a large enough effect; inconclusive means small, poorly fitted or top-dose-only effect, or another doubt; inactive means no such curve, though single readings can be large; an effect the other way counts as inactive or inconclusive. Unless noted, on the % scale 0 is the no-effect control and ±100 the full control effect.
SMILES,USP2a inh,Chronic BCR inh,Giardia kill,PKM2 act,hERG WT inh,GALK inh,KCNH2 3.1 block,Coupling enz,Eya2 phos inh,uPA generation,B2AR arrestin
Cc1ccc2occ(/C=N/NC(=O)c3ccc(Cl)cc3)c(=O)c2c1,3%,3%,-3,-3%,1,6%,-12,3,-8%,13%,-1.0%
CC(=O)N1CCOc2ccc(S(=O)(=O)NCc3ccc(F)cc3)cc21,1%,-3%,19,nt,-10,1%,-4,-5,3%,1%,0.0%
Cc1ccc(N(C(=O)C2CCCC2)C2C=CS(=O)(=O)C2)cc1C (stereo unspecified),1%,?,7,-7%,-5,-1%,-4,6,-10%,-13%,-0.3%
COCCn1cnc2c1c(=O)n(Cc1cc(C(C)=O)ccc1OC)c(=O)n2Cc1ccccc1,-3%,3%,8,-1%,11,-1%,21,1,3%,0%,0.4%
Cc1ccc(-c2cc(C(=O)N3CC(C)CC(C)C3)c3ccccc3n2)o1 (stereo unspecified),-1%,0%,0,27%,-2,10%,-8,6,6%,-4%,0.3%
COc1cc(C(=O)Nc2nnc(S(=O)(=O)N3CCCCCC3)s2)cc(OC)c1OC,2%,-1%,14,nt,3,-6%,31,9,13%,3%,-0.1%
C=CCn1c(-c2ccccc2)nc(=S)c2c1CCCC2,10%,7%,-9,0%,1,-1%,-5,1,7%,-2%,-0.4%
COCCN(C(=S)Nc1cccc(Cl)c1C)C(C)c1ccco1 (stereo unspecified),6%,7%,1,8%,-4,-1%,0,-1,4%,-3%,0.0%
Cc1cc2c(ncn2Cc2ccccc2)c(N)c1C,1%,-1%,-4,3%,6,-2%,-15,1,-26%,3%,-0.2%
CCOC(=O)CCCn1ccc2cc(S(=O)(=O)N3CCCC3)ccc21,1%,-4%,12,nt,1,1%,5,nt,?,-1%,0.4%
CN(C)/C=C(\C=O)c1ncc(C(F)(F)F)cc1Cl,0%,5%,18,-10%,-4,5%,-3,7,7%,1%,-0.3%
CCN(CC)CCOCCOc1cc(C)c(Cl)c(C)c1,4%,30%,26,7%,26,-1%,35,1,-14%,4%,-2.8%
O=C1NC(c2ccc(F)cc2)Oc2ccccc21 (stereo unspecified),-1%,0%,32[activator],2%[11.5 µM],5,-5%,28,0,4%,20%,-0.2%
CN(CCOC(=O)/C=C/c1ccccc1)C(C)(C)C,2%,4%,-5,-6%,-10,-1%,5,0,4%,-2%,-0.6%
Cc1onc(-c2ccccc2)c1C(=O)OCC(=O)Nc1ccc2c(c1)OCO2,-3%,-2%,22,5%,2,7%,-5,1,-2%,1%,0.1%
C=CCOc1nc2c(c(=O)n(C)c(=O)n2C)n1Cc1ccccc1,-1%,11%,-2,-4%,13,-2%,13,2,?,-13%,0.0%
O=C(COc1ccc(Cl)cc1Cl)NCCCN1CCOCC1,0%,?,16,7%,2,2%,-5,0,11%[15.4 µM],-2%,0.0%
Cc1ccc(S(=O)(=O)NC2=NCCCCC2)cc1,1%,7%,-9,-4%,-15,-2%,2,6,-3%,11%,-0.1%
CSc1ncc(Cl)c(C(=O)Nc2cccc(C)c2)n1,-4%,2%,-1,1%,15,2%,2,-1,0%,-3%,0.7%
COc1cc(CNC(C)(C)CO)cc(Br)c1OCc1ccccc1,-2%,?,5,0%,2,0%,-12,2,2%,-10%,-0.2%
COc1ccc(OC(=O)CCCN2C(=O)c3ccccc3C2=O)cc1,5%,?,10,9%,1,0%,7,-1,0%,nt,-0.2%
Cc1ccc(NC(=O)COC(=O)CCc2c(C)nc3ncnn3c2C)cc1C,0%,?,-2,nt,10,nt,33,nt,3%,-3%,1.6%
CCOC(=O)C1CCN(S(=O)(=O)c2cn(C)c(=O)n(C)c2=O)CC1,-1%,?,12,-8%,-10,5%,-4,1,3%,3%,-0.1%
O=C1CN(C(=O)c2ccc(Cl)c([N+](=O)[O-])c2)c2ccccc2N1,1%,-14%,37[activator],3%,-4,-4%,-10,2,2%,3%,-0.2%
O=C1NC[C@H](c2ccccc2)N(CC2CCCCC2)C1=O,2%,0%,28,-12%,0,1%,-3,1,-3%,1%,0.3%
O=C(CSc1nnc(-c2ccc(Cl)cc2)n1CC1CCCO1)NC1CCS(=O)(=O)C1 (stereo unspecified),11%,14%,?,-4%,-14,-1%,11,0,4%,1%,-0.9%
O=C(Nc1cccc2nsnc12)c1cccs1,-2%&1%,?,-8&-16,-8%&2%,3&-5,-2%&0%,-3&-1,-21&-8,-14%&-4%,-6%&3%,-0.2%&0.0%
COc1ccc2nc(NC(=O)C3CCN(S(=O)(=O)c4cccnc4)CC3)sc2c1,4%,-4%,39[activator],1%,0,0%,-23,-1,-8%,-8%,-0.3%
N#CCCN=C(NS(=O)(=O)c1ccccc1)c1ccccc1,1%,2%,-13,1%,-8,0%,3,1,4%,-3%,-0.7%
CC(Oc1ccc(Cl)cc1)C(=O)N1CCCc2ccccc21 (stereo unspecified),-2%,3%,-6,1%,-1,7%,-26,3,-17%,0%,-0.1%
Cc1nc(C)c(CCNC(=O)c2cccc(Cl)c2)s1,9%,?,9,-4%,4,-1%,17,-1,0%,-1%,-0.2%
Cc1ccc(CN2C(=O)/C(=C\c3ccc(C(=O)NCc4cccnc4)cc3)Oc3ccccc32)cc1,4%,-18%,nt,1%,nt,1%,nt,-1,5%,nt,-0.6%
CCOC(=O)C(CC)n1cnc2sc3c(c2c1=O)CCC3 (stereo unspecified),-2%,1%,-17,-1%,19,2%,12,6,2%,0%,0.4%
COCCCn1cn[nH]c1=S,3%,-4%,-3,0%,-22,-1%,2,0,-5%,-16%,0.4%
COc1cc(/C=C/C(=O)OCC(=O)Nc2ccc3c(c2)OCO3)ccc1O,1%,-1%,-12,nt,-1,nt,-2,nt,7%,?,2.7%
CC1Cn2c(nnc2-c2cccc(N)c2)S1 (stereo unspecified),6%,2%,-14,-2%,-5,-1%,-17,3,2%,19%,0.2%
CCC1Oc2ccc(C)cc2N(CC(=O)NCc2cccc(OC)c2)C1=O (stereo unspecified),-2%,?,8,-11%,-2,8%,1,-6,-7%,1%,-0.2%
O=c1c2ccccc2nc2n1CCC2O (stereo unspecified),1%,0%,-10,4%,-4,-4%,10,6,-8%,1%,-0.4%
Cn1c(SCC(=O)Nc2nnc(-c3ccccc3)o2)nnc1C1CC1,0%,-5%,-10,1%,-3,-2%,15,nt,-8%,1%,0.0%
CC(=O)Nc1ccc(OC(=O)COc2ccc(Br)cc2)cc1,3%,7%,12,3%,5,nt,1,1,0%,2%,-0.8%
O=C(COc1nncc2ccccc12)NCCC1=CCCCC1,1%,7%,-4,6%,1,2%,1,3,2%,-2%,0.2%
Cn1nc(C(=O)N2CCOCC2)c([N+](=O)[O-])c1C(=O)N1CCOCC1,6%,-17%,2,7%,-10,0%,nt,2,1%,4%,-0.2%
O=C1CN(C(=O)c2cc3ccccc3oc2=O)C(c2ccc(F)cc2)c2cc(F)ccc2N1 (stereo unspecified),1%,-11%,6,-16%,0,nt,-15,1,0%,5%,0.5%
COc1cc(C(=O)N2CCN(C(=O)c3cc(-c4ccc(Br)cc4)n[nH]3)CC2)cc(OC)c1OC,0%,0%,31[activator],-1%[0.46 µM],16,7%,-23,0,-14%,11%,-0.8%
C=CCn1c(SCC(=O)NCC2CCCO2)nnc1C1CCCCC1 (stereo unspecified),1%,7%,5,3%,6,1%,-2,4,13%,5%,-0.2%
CC1CC(C)CN(c2ccc([N+](=O)[O-])cc2-c2nn[nH]n2)C1 (stereo unspecified),0%,5%,-21,-4%,2,1%,-4,-11,5%,2%,-2.7%
CN1CCN(C(=O)CCS(=O)(=O)c2cc3c(cc2Cl)NC(=O)CO3)CC1,-3%,-1%,-1,-4%,-1,nt,20,1,8%,3%,-1.5%
CC(=O)Oc1ccc2ccccc2c1C(NC(=O)C(C)C)c1cccc([N+](=O)[O-])c1 (stereo unspecified),2%,?,-13,-15%,-6,-2%,-19,-4,-21%,4%,0.5%
COc1ccc(NC(=O)Nc2ccc(Br)cn2)cc1,0%,?,-19,2%,12,7%,3,3,7%,5%,2.7%
O=C(NC1CCN(S(=O)(=O)c2ccc(F)cc2)CC1)c1cccnc1,3%,0%,-23,nt,0,0%,-3,0,-7%,1%,-0.1%

# Among those listed so far, these have a furan ring, fused or not.
SMILES,USP2a inh,Chronic BCR inh,Giardia kill,PKM2 act,hERG WT inh,GALK inh,KCNH2 3.1 block,Coupling enz,Eya2 phos inh,uPA generation,B2AR arrestin
Cc1ccc(-c2cc(C(=O)N3CC(C)CC(C)C3)c3ccccc3n2)o1 (stereo unspecified),-1%,0%,0,27%,-2,10%,-8,6,6%,-4%,0.3%
COCCN(C(=S)Nc1cccc(Cl)c1C)C(C)c1ccco1 (stereo unspecified),6%,7%,1,8%,-4,-1%,0,-1,4%,-3%,0.0%
